CBFb RUNX1 block: qHTS Assay for Compounds Blocking the Interaction Between CBF-beta and RUNX1 for the Treatment of Acute Myeloid Leukemia. Runt-related transcription factor 1 (Homo sapiens) + Core-binding factor subunit beta …. AlphaScreen CBFb-His/RUNX1-biotin binding, biochemical. Potency, µM (top dose mostly 59.8 µM), without a hit: top-dose activity, negative = inhibition, actives largely listed as inhibitors. 230,000 tested, under 10 active; further: % of control where 0% means no effect
Target sequence (Q01196 whole entry, looked up): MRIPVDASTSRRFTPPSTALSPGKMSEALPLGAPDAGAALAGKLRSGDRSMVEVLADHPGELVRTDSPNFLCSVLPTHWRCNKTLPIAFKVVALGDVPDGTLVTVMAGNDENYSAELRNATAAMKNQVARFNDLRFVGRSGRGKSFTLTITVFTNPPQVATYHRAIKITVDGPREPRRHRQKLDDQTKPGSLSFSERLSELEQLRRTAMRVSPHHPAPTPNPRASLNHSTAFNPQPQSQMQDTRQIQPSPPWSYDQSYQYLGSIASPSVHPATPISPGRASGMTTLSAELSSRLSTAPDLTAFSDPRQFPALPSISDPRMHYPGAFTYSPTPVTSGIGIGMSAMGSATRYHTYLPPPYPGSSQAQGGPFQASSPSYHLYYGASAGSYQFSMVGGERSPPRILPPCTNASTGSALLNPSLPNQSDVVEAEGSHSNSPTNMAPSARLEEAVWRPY
Target sequence (Q13951 whole entry, looked up): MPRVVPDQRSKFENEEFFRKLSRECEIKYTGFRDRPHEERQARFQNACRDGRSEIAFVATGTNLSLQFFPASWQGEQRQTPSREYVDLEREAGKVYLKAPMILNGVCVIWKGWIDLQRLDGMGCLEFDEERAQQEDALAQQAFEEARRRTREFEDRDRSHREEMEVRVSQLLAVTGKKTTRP
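Interaction loss through any mechanism counts as activity. Pre-formed complex of His-CBF-beta and biotin-RUNX1 (30 nM apiece) is incubated with compound 15 min, then with 50 ng nickel and 50 ng streptavidin beads for 90 min before AlphaScreen detection.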
KinaseGlo FLuc: Counterscreen for Luciferase (Kinase-Glo TM) Inhibition; Luciferin 4-monooxygenase (Photuris pensylvanica), Q27757; Kinase-Glo luciferase, ATP luminescence, 8 min; Potency, µM (top dose mostly 38.3 µM), without a hit: at the highest dose activity change, negative = inhibition, actives largely listed as inhibitors; 0.28% of 200,000 active; AID 1379, 2008; further: potency means the concentration at half of the fitted maximal effect; on the % scale 0 is the no-effect control and ±100 the full control effect; nearly all actives have a fitted effect of over 60% in size
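Kinase-Glo luciferase light output from ATP and luciferin was measured with 10 uM ATP, within the enzyme's linear range. Buffer: 50 mM imidazole pH 7.2, 50 mM KCl, 7 mM MgCl2, 0.01% Tween 20, 0.05% BSA; luminescence read after 8 min at ambient temperature.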
LMNA splice mod: qHTS Assay for Modulators of Lamin A Splicing; AID 1487, 2009; 0.01% of 200,000 active; Potency, µM (top dose mostly 46.1 µM), for the others: top-dose ratio change, negative = inhibition, actives largely listed as inhibitors; HeLa LMNA splicing GFP/RFP minigene ratio, 48 h; active means well fitted inhibition curve with a large enough effect in the signal ratio, with a control signal flat, not every such curve was filed as active; inconclusive means small, poorly fitted or top-dose-only effect, or effect the other way, or a change in a side signal; the % refers to the signal ratio; further: potency means the concentration at half of the fitted maximal effect; on the % scale 0 is the no-effect control and ±100 the full control effect
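Read-out is the ratio of GFP to DsRed2 object intensity, acquired by 488 nm laser-scanning cytometry on HeLa lamin A-EGFP minigene reporter cells. Compound incubation 48 hrs at 37 °C in Opti-MEM with 2% FBS; DMSO 0.5% final.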
HTT aggregate: qHTS Multiplex Assay to Identify Dual Action Probes in a Cell Model of Huntington: Aggregate Formation (GFP); 1.1% of 220,000 active; PC12 HttQ103-GFP aggregates, Acumen cytometry, 40 h; Potency, µM (series often up to 46.1 µM), for the others: top-dose activity change, negative = inhibition, hits mostly inhibitors; AID 1688, 2009; further: potency means the concentration at half of the fitted maximal effect; on the % scale 0 is the no-effect control and ±100 the full control effect; nearly all actives have a fitted effect of over 60% in size
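Quantitative HTS on tebufenozide-induced (100 nM) PC12 cells stably expressing polyQ103 Huntingtin exon 1–GFP. Reduction of bright GFP aggregates, detected by laser scanning cytometry after lysis, identified actives across the titration.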
Epigenetic derep: Quantitative High-Throughput Screen for Regulators of Epigenetic Control; murine LDR cells, GFP reporter derepression, 30 h; Potency, µM (top dose mostly 53.9 µM), inactives show top-dose GFP activation, hits mostly activators; 0.2% of 280,000 active; AID 1865, 2009; further: potency means the concentration at half of the fitted maximal effect; % of control where 0% means no effect; nearly all actives have a fitted effect of over 60% in size
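In this reporter-derepression format, murine cells bearing a silenced integrated CMV-GFP locus incubate with test compound (30 h, 37 C), then are washed and imaged; fluorescent objects of 20–120 um count as induced cells.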
* = called active by the depositor; ? = inconclusive; nt = no result given; & = joins results of further samples; [ ] = dose if it differs, or a comment. Unless noted, the call rests on the fitted dose curve; in most records, active means well fitted curve in the direction sought with a large enough effect; inconclusive means small, poorly fitted or top-dose-only effect, or another doubt; inactive means no such curve, though single readings can be large; an effect the other way counts as inactive or inconclusive. These rows are one share of the data, so the mix of outcomes need not match the whole.

SMILES | CBFb RUNX1 block | KinaseGlo FLuc | LMNA splice mod | HTT aggregate | Epigenetic derep
COc1nccnc1NS(=O)(=O)c1ccc(N)cc1 | nt | nt | ? | 1% | nt
C=C1CCC(O)C/C1=C/C=C1\CCC[C@]2(C)[C@@H]([C@H](C)/C=C/[C@H](C)C(C)C)CC[C@@H]12 (stereo not given in full) | nt | nt | ? | 4% | nt
CCCCCCCCCCCCCC(=O)OC(C)C | nt | nt | ? | 31% | nt
CCCN1CCCC[C@H]1C(=O)Nc1c(C)cccc1C | nt | nt | ? | 13% | nt
C=CC(=O)O | nt | nt | ? | -6% | nt
CC(C)OC(=O)C(C(=O)OC(C)C)=C1SC=CS1 | nt | nt | ? | -19% | nt
CCOc1ccc(NC(=O)CC(C)O)cc1 (stereo not given) | nt | nt | 14% | -3% | nt
CC[C@]1(O)C[C@H]2CN(CCc3c([nH]c4ccccc34)[C@@](C(=O)OC)(c3cc4c(cc3OC)N(C=O)[C@H]3[C@@](O)(C(=O)OC)[C@H](OC(C)=O)[C@]5(CC)C=CCN6CC[C@]43[C@@H]65)C2)C1 | nt | nt | ? | ? | nt
O=NCc1ccc([N+](=O)[O-])o1 | nt | nt | ? | 5% | nt
N[C@@H](CSCCCO)C(=O)O | nt | nt | ? | 5% | nt
OC[C@@H](O)[C@@H](O)[C@H](O)[C@H](O)CO | nt | nt | ? | -12% | nt
Cc1onc(-c2c(F)cccc2Cl)c1C(=O)NC1C(=O)N2C1SC(C)(C)C2C(=O)O (stereo not given) | nt | nt | ? | -2% | nt
O=C1[C@H]2CCCC[C@H]2C(=O)N1CCCCN1CCN(c2nsc3ccccc23)CC1 | nt | nt | ? | 6% | nt
COc1cccc2c1C(=O)c1c(O)c3c(c(O)c1C2=O)C[C@@](O)(C(=O)CO)C[C@@H]3OC1CC(N)C(O)C(C)O1 (stereo not given in full) | nt | nt | ? | 2.5µM* | nt
O=C(O)[C@H](O)[C@@H](O)[C@H](O)[C@H](O)CO | nt | nt | ? | 7% | nt
O=C(O)c1nc(=O)[nH]c(=O)[nH]1 | nt | nt | ? | 2% | nt
O[C@@H](c1cc(C(F)(F)F)nc2c(C(F)(F)F)cccc12)[C@H]1CCCCN1 | nt | nt | ? | ? | nt
O=C(O)CCNC(=O)c1ccc(N=Nc2ccc(O)c(C(=O)O)c2)cc1 | nt | nt | ? | -11% | nt
Cc1ccc(C(=O)Nc2ccccc2N2CCOCC2)c(C)c1 | nt | -2% | nt | nt | -2.3%
O=C(NCCN1CCOCC1)c1ccc(-n2c(=O)c(=O)[nH]c3ccccc32)cc1 | nt | -1% | nt | nt | -4.4%
CN1CCN(c2ncnc3c2sc2nc(N4CCCC4)c4c(c23)CC(C)(C)OC4)CC1 | nt | 0% | nt | nt | -4.3%
COc1ccc(-n2nnc3c(SCC(=O)N4CCN(c5ccccc5)CC4)ncnc32)cc1 | nt | -4% | nt | nt | -3.6%
Cc1ccc(S(=O)(=O)N(CC(=O)O)c2cccc(Cl)c2)cc1 | nt | 1% | nt | nt | 0.7%
CN1CCC(CNC(=O)c2ccc(-n3c(=O)c(=O)[nH]c4ccccc43)cc2)CC1 | nt | 0% | nt | nt | 4.2%
O=C(NCCO)c1ccc(Cc2nc3ccccc3[nH]2)cc1 | nt | -1% | nt | nt | 3.2%
CCOc1cc(/C=N/NC(=O)c2cc(-c3cccc(OC)c3)n[nH]2)ccc1O | nt | -1% | nt | nt | 12%
CCN(CC)CCCNC(=O)c1ccc(-n2c(=O)c(=O)[nH]c3ccccc32)cc1 | nt | -1% | nt | nt | -1.7%
CCCCn1c(=NC(C)=O)c(C#N)cc2c(=O)n3cccc(C)c3nc21 | nt | -1% | nt | nt | -0.9%
CC(=O)N=c1c(C#N)cc2c(=O)n3cccc(C)c3nc2n1CC(C)C | nt | -2% | nt | nt | -0.2%
COc1ccc(NC(=O)Nc2cccc(OC)c2)cc1 | nt | -10% | nt | nt | -1.8%
O=C(CSc1ncnc2c1nnn2-c1ccc(F)cc1)N1CCN(c2ccccc2)CC1 | nt | 1% | nt | nt | -0.1%
CCOC(=O)c1c(N)sc(C(=O)N2CCCC(C(N)=O)C2)c1C (stereo not given) | nt | -1% | nt | nt | -2.3%
Cc1ccc(-n2nnc3c(SCC(=O)N4CCN(c5ccccc5)CC4)ncnc32)cc1 | nt | -2% | nt | nt | 3.4%
COc1ccc(OC)c(C2=Nn3c(nnc3-c3ccncc3)SC2)c1 | nt | -4% | nt | nt | -0.3%
CN(C)C1CCN(C(=O)c2ccc(-n3c(=O)c(=O)[nH]c4ccccc43)cc2)C1 (stereo not given) | nt | -2% | nt | nt | -0.3%
COc1cccc(/C=N/NC(=O)c2cc(-c3ccc(C)cc3)n[nH]2)c1O | nt | -9% | nt | nt | 3.9%
Cc1ccc(S(=O)(=O)Nc2ccc(O)c(C(=O)O)c2)c(C)c1 | nt | 0% | nt | nt | -3.2%
Cc1ccc(CCP(=O)(O)CN2CCCCC2)cn1 | nt | -1% | nt | nt | -5.1%
CO[C@H]1COC(=O)[C@H](C)COC(=O)[C@H](C)NC(=O)C/C=C\[C@H]1C | 2%[13.1 µM] | nt | nt | nt | 0.0%[10.1 µM]
C/C(CCN1CCCc2nc(C)c(C)cc21)=N\OC[C@@H](O)[C@@H]1O[C@@H]2OC(C)(C)O[C@@H]2[C@H]1O | -1%[13.1 µM] | nt | nt | nt | 0.0%[10.1 µM]
COc1cccc(/C=C/C2=CC3(C)CC2(C)C(c2cccc(OC)c2)CC3=O)c1 (stereo not given) | 2%[13.1 µM] | nt | nt | nt | 1.1%[10.1 µM]
CC(C)=NOC[C@@H](O)COCc1ccco1 | 8%[13.1 µM] | nt | nt | nt | 1.1%[10.1 µM]
C#CCCCO/N=C1/C[C@@H](O)[C@@H](O)[C@@H]2[C@@H]3C(=O)N(c4cccc(Oc5ccccc5)c4)C(=O)[C@H]3CC[C@H]12 | 8%[13.1 µM] | nt | nt | nt | 0.8%[10.1 µM]
C/C(CCN1CCCc2nc(C)c(C)cc21)=N\O[C@@H](C)c1cn([C@@H]2COC[C@@H]2O)nn1 | 6%[13.1 µM] | nt | nt | nt | 1.1%[10.1 µM]
COC(=O)[C@H](C)NC(=O)C/C=C\[C@@H](C)CO | 4%[13.1 µM] | nt | nt | nt | 1.1%[10.1 µM]
CC(C)CO/N=C1/C[C@@H](O)[C@@H](O)[C@@H]2[C@@H]3C(=O)N(C(C)(C)C)C(=O)[C@H]3CC[C@@H]12 | 5%[13.1 µM] | nt | nt | nt | 0.0%[10.1 µM]
O=C1C=CC2(OCCCO2)C(Br)=C1 | 17%[13.1 µM] | nt | nt | nt | 0.0%[10.1 µM]
O=c1n(Cc2cc3c(cc2Cl)OCO3)c(=O)n2n1CC[C@H]1/C(=N\OC[C@@H](O)COCc3ccco3)[C@H]3O[C@@H]3[C@@H](O)[C@@H]12 | 5%[13.1 µM] | nt | nt | nt | 1.1%[10.1 µM]
O=C(N/N=C1/C[C@@H](O)[C@@H](O)[C@@H]2[C@@H]3C(=O)N(Cc4ccccc4)C(=O)[C@H]3CC[C@@H]12)OCc1ccccc1 | 10%[13.1 µM] | nt | nt | nt | 0.8%[10.1 µM]
O=C(N/N=C1/C[C@@H](O)[C@@H](O)[C@@H]2[C@@H]3C(=O)N(c4cccc(Oc5ccccc5)c4)C(=O)[C@H]3CC[C@H]12)OCc1ccccc1 | 2%[13.1 µM] | nt | nt | nt | 0.8%[10.1 µM]
COC(=O)NC(/C(C(=O)OC)=C(\C)NCc1ccccc1)c1cccc(C)c1 (stereo not given) | 9%[13.1 µM] | nt | nt | nt | 0.0%[10.1 µM]
CC(C)CO/N=C1/C[C@@H](O)[C@@H](O)[C@@H]2[C@@H]3C(=O)N(C4CCCCC4)C(=O)[C@H]3CC[C@@H]12 | -6%[13.1 µM] | nt | nt | nt | 0.0%[10.1 µM]
COC(=O)C1C(C)OC(=O)NC1c1ccccc1 (stereo not given) | -1%[13.1 µM] | nt | nt | nt | 0.0%[10.1 µM]
CSCC[C@@H]1NC(=O)C/C=C\[C@@H](C)COC(=O)[C@@H](C)COC1=O | 2%[13.1 µM] | nt | nt | nt | 1.1%[10.1 µM]
COC(=O)[C@H](C)NC(=O)[C@@H](C)CO | 14%[13.1 µM] | nt | nt | nt | 0.0%[10.1 µM]
COC(=O)[C@@H]1CC[C@H](C)[C@@H](c2ccc(C)cc2)N1C(=O)c1ccc(/C=N\OC[C@@H](O)COCc2ccco2)cc1 | 6%[13.1 µM] | nt | nt | nt | 0.0%[10.1 µM]
C[C@@H]1CC[C@H]2C(=O)O[C@H](CN=[N+]=[N-])CN2[C@@H]1c1ccc(Br)cc1 | 10%[13.1 µM] | nt | nt | nt | 2.3%[10.1 µM]
CCC/C=C/C1C(=O)C2OC2C2(OCC(CC)(CC)CO2)C1CO (stereo not given) | 10%[13.1 µM] | nt | nt | nt | ?
COc1ccc(O[C@H]2C=C[C@@H](c3ccccc3)O[C@H]2COC(=O)N2CCCCC2)cc1 | 9%[13.1 µM] | nt | nt | nt | 1.1%[10.1 µM]
COc1ccc(OC2C(O)COC2/C=C/c2ccccc2)cc1 (stereo not given) | 4%&5%[13.1 µM] | nt | nt | nt | 1.1%&2.0%[10.1 µM]
COC(=O)NC(CC(C)=O)c1cccc(F)c1 (stereo not given) | 4%[13.1 µM] | nt | nt | nt | 3.4%[10.1 µM]
C#CCCCO/N=C1/C[C@@H](O)[C@@H](O)[C@@H]2[C@@H]3C(=O)N(Cc4ccccc4)C(=O)[C@H]3CC[C@@H]12 | 0%[13.1 µM] | nt | nt | nt | 1.1%[10.1 µM]

Bioassay records deposited in PubChem by National Center for Advancing Translational Sciences (NCATS).
